Assay outcomes (PubChem)
TNAP activators = human TNAP enzyme activators, primary screen, biochemical, luminescent, no phosphate acceptor, uHTS (AID 1001) | 200,000 compounds, 0.03% hits | one-dose activation fold at 20 µM; EC50 in µM for titrated hits | purified TNAP, luminescent activation assay, no phosphate acceptor; higher activation fold means a stronger effect; in the data active means activation fold from about 3, or a potency from the dose series; inactive means the rest, 99 in 100 with activation fold below about 1.6; further: many of its hits are not listed in these tables
KOR beta-arrestin-1 = KOR agonists, beta-arrestin recruitment, primary screen, cell-based, luminescence, uHTS (AID 1777); KOR beta-arrestin recruitment, luminescence; higher % means a stronger effect; one-dose activation, % at 10 µM; EC50 in µM for titrated hits; 280,000 compounds, 0.02% hits; in the data active means activation above about 50%, passing the limit was not always enough; further: a part of the inactive calls stands beside numbers as strong as those of hits
ER stress rescue = protection against thapsigargin-triggered cell killing – 384-well, CSM14.1, ATP luminescence, primary screen (AID 1222); cellular ATP content (survival), % at 20 µM, or EC50 in µM where a hit was titrated; 190,000 tested, under 10 active; CSM14.1 thapsigargin-induced death rescue, ATP luminescence; higher % means a stronger effect;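 active means EC50 below 50 µM in the dose-response confirmation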;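 further: death triggered by thapsigargin at about 15 µM added after 2 h compound pretreatment; cell ATP read after overnight thapsigargin exposure of roughly 18 to 22 hours; normalized against plate controls of thapsigargin alone and 5% DMSO vehicle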
GPR55 activation = selective activators of receptor GPR55 – imaging, U2OS cells, beta-arrestin-GFP redistribution, primary screen (AID 1961); activation, % at 10 µM; hits with a dose series show EC50 in µM; U2OS GPR55 beta-arrestin-GFP redistribution imaging; higher % means a stronger effect; 290,000 compounds, 0.048% hits;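 active means activation above 40% with more than 50 cells counted in the well; inconclusive means wells holding fewer than 50 cells, flagged as toxic or sparse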;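 further: U2OS osteosarcoma cells stably expressing GPR55 and beta-arrestin-GFP; plate controls were DMSO negative control for no effect and LPI positive control for full effect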
KOR beta-arrestin-2 = KOR antagonists, beta-arrestin recruitment, cell-based, luminescence, uHTS (AID 1778); KOR beta-arrestin recruitment, luminescence, antagonist mode; higher % means a stronger effect; inhibition, % at 10 µM, or IC50 in µM where a hit was titrated; 290,000 compounds, 0.091% hits; further: strong numbers were not always called active
NTR1 agonist = agonists of NTR1, primary screen, imaging, U2OS cells, beta-arrestin-GFP, high content (AID 493036); P30989; NTR1-U2OS beta-arrestin-GFP spot imaging, agonist mode; activation, % at 20 µM; 330,000 compounds, 0.17% hits;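 active means activation at or above 40% of the spot to cytoplasm intensity ratio, with at least 20 cells analyzed; inconclusive means wells under 20 cells, flagged as cytotoxic or low count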;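 further: 0% = DMSO without peptide and 100% = 100 nM NTR1 peptide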
Target sequence (P30989 whole entry, looked up): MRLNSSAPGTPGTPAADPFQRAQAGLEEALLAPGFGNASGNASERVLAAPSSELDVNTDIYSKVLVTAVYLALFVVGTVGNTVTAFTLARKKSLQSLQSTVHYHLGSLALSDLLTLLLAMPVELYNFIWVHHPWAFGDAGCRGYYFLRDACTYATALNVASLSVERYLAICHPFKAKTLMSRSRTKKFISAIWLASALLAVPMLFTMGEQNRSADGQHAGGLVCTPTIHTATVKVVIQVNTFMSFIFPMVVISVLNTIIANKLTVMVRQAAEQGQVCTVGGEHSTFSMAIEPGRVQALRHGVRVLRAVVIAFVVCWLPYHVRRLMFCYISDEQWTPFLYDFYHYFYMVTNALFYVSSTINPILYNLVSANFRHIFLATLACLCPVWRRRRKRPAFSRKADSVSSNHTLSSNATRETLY
NOD1 inhibition = NOD1 signaling inhibitors, primary screen, cell-based, luminescence, uHTS (AID 1578). NOD1-driven NF-kB luciferase reporter cells, luminescence; higher % means a stronger effect. inhibition, % at 4 µM; hits with a dose series show EC50 in µM. 290,000 compounds, 1% hits; in the data active means inhibition mostly above about 36%, no sharp cut-off; inactive means mostly below about 34%;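 further: HEK-293T reporter cells stimulated with the NOD1 agonist gamma-tri-DAP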
HEK293 NOD2/NF-kB = NOD2 signaling inhibitors, cell-based, luminescence, uHTS, HEK293 (AID 1566) | HEK293 NOD2/NF-kB luciferase reporter, luminescence; higher % means a stronger effect | one-dose inhibition, % at 4 µM; EC50 in µM for titrated hits | 290,000 compounds, 0.63% hits; further: many of its hits are not listed in these tables
Yfh1-depleted yeast = mitochondrial function rescue without frataxin homolog – Friedreich's ataxia, plus single-dose screen, dose response (AID 1465); fold induction at 50 µM, or EC50 in µM where a hit was titrated; S. cerevisiae Yfh1-off respiration, WST-1 reduction, 72 h; higher fold induction means a stronger effect; 220,000 compounds, 0.074% hits;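 active means fold induction of absorbance versus untreated yeast above a set limit, then at least 30% activation at any dose in follow-up; inconclusive means repeats straddling the limit, or above it without dose testing; inactive means fold induction below the set limit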;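 further: activators that raise dye reduction in frataxin-depleted yeast; strong numbers were not always called active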
NTR1 agonist cell count 20 µM = further read-out of NTR1 agonist, marked with its call; cell count; measured here: cell count, cytotoxicity flag
* hit, by the source's call; i = inactive; ? = inconclusive; nt = not tested or not shown; [ ] = another dose, or the depositor's remark. Unless noted, no stated cut-off is given here; in the data, active means inhibition above about 50%; inactive means the rest.

#	canonical_smiles	TNAP activators	KOR beta-arrestin-1	ER stress rescue	GPR55 activation	KOR beta-arrestin-2	NTR1 agonist	NTR1 agonist cell count 20 µM	NOD1 inhibition	HEK293 NOD2/NF-kB	Yfh1-depleted yeast
1	C#CCNC(=O)C1=C[C@@H](C2CC2)C[C@@H](OCc2ccc(CO)cc2)O1	1.1	2.7%	-0.4%	-0.2%	7.7%	-1.2	58	-4.2%	7.8%	i
2	Cc1nc(NC(=O)/C=C/c2ccccc2)sc1C(=O)Nc1ccccc1	1	11.7%	1.6%	-0.1%	-23.8%	8.6	80	11.4%	0.5%	i
3	Cc1cccc(NCN2C(=O)c3ccncc3C2=O)n1	1.1	9.7%	1.2%	0.9%	-19.8%	-1.6	60	-11.8%	11.3%	i
4	Cc1ccc(NC(=O)CSc2nnc(-c3cccnc3)n2-c2ccc(C)cc2)cc1	1.1	3.7%	0.1%	0.2%	11.4%	2.5	30	-8.0%	18.7%	?
5	O=c1[nH]nc(CNc2ccc(O)cc2)c2ccccc12	1.1	-0.4%	3.2%	0.3%	5.3%	-0.7	41	-1.6%	4.3%	nt
6	Cc1cccc(Nc2ccccc2C(=O)OCC(=O)N(C)C2CCS(=O)(=O)C2)c1C (stereo not drawn)	0.9	2.3%	0.8%	-0.1%	-34.8%	-0.4	33	48.1%	3.2%	i
7	COC(=O)C(Cc1ccccc1)NC(=O)CCNC(=O)c1ccco1 (stereo not drawn)	nt	-0.6%	nt	-0.1%	-29.5%	0.7	50	-13.6%	-4.2%	nt
8	Cn1c2c(c(=O)n(C)c1=O)C(c1ccccc1F)C(C#N)=C(N)O2 (stereo not drawn)	1	0.7%	-0.6%	-0.1%	-31.5%	0.2	85	-20.2%	3.1%	i
9	Cc1cc(NC(=O)Nc2ccccc2Cl)no1	nt	4.3%	nt	-0.1%	3.7%	-0.1	45	-8.5%	-2.5%	nt
10	CCC(CC)NC(=O)CON=C1c2ccccc2-c2ccccc21	1	-2.9%	6.0%	0.5%	-8.6%	2.9	67	-5.2%	12.4%	i
11	CN(Cc1ccco1)C(=O)Cn1nc(-c2ccc(Cl)cc2)ccc1=O	1	-5.9%	-0.7%	-0.3%	-3.4%	0.5	46	-2.8%	12.6%	i
12	CCOc1ccc(NC(=S)NC(=O)/C=C/c2ccco2)cc1	nt	-3.6%	nt	0.6%	-37.3%[20 µM]	-0.9	68	-10.0%	16.3%	nt
13	CCN(Cc1ccccc1)C(=O)CSc1ccccc1C(=O)O	1.1	-4.6%	-1.1%	0.5%	17.7%	0.0	52	-25.0%	4.9%	i
14	Cc1ccccc1NC(=O)/C(C#N)=C/c1ccc[nH]1	nt	-2.4%	nt	-0.1%	15.3%	-1.1	66	-41.8%	-18.4%	nt
15	Cc1nn(CCO)c(C)c1Oc1ccccc1O	1	-0.8%	0.4%	0.3%	-18.5%	0.3	35	-0.2%	4.1%	i
16	COc1ccc(NC(=O)NNC(=O)c2ccc3ccccc3c2O)cc1OC	nt	-4.6%	nt	0.0%	53.0%	-0.6	56	24.2%	-5.8%	nt
17	CC(C)n1cc(CN2CCCC(C(=O)Nc3cccc(-c4cc5ccccc5[nH]4)c3)C2)cn1 (stereo not drawn)	nt	3.1%	nt	0.9%	-90.0%	6.0	48	-34.7%	-6.0%	nt
18	c1csc(C2Nc3cccc4cccc(c34)N2)c1	1.1	4.4%	0.3%	-0.1%	-33.8%	3.6	38	10.7%	20.9%	i
19	COc1ccc(-c2cc(-c3n[nH]c(=S)n3-c3ccccc3Cl)[nH]n2)cc1	1.7	-1.4%	0.8%	-0.4%	-1.2%	-1.3	97	-29.5%	12.1%	i
20	CCOC(=O)c1ccc(NC(=O)CC2Sc3ncnn3C2=O)cc1 (stereo not drawn)	1.2	-4.8%	-2.9%	-0.1%	24.2%	-2.1	109	-6.4%	1.9%	i
21	Cc1cc2oc(=O)c(CC(=O)NCCCO)c(C)c2c2occ(C(C)(C)C)c12	nt	0.3%	nt	-0.1%	-22.0%	6.7	81	-6.4%	-1.3%	nt
22	Cc1cc(OCC(O)CN2CCN(c3ccccn3)CC2)cc(C)c1Cl (stereo not drawn)	nt	2.7%	nt	-0.3%	-39.2%[20 µM]	0.8	57	-2.2%	6.4%	nt
23	COc1cc(OC)c(S(=O)(=O)Nc2ccccc2N2CCOCC2)cc1NC(C)=O	1.1	2.7%	-1.0%	-0.2%	-19.6%	0.1	60	-0.5%	-2.1%	i
24	COC(=O)c1[nH]c2c(c1C)C(=O)CC(c1ccc(C)cc1)C2 (stereo not drawn)	1.1	4.5%	-0.8%	-0.2%	23.9%	1.7	57	-7.7%	-5.6%	i
25	CCOC(=O)C1CCN(c2nc3ccccc3nc2C(C#N)C(=O)OC(C)C)CC1 (stereo not drawn)	0.9	2.5%	0.2%	-0.1%	-18.8%	1.1	48	-25.6%	-15.8%	i
26	CC(/C=N/NC(=O)c1ccc2nc(C)[nH]c2c1)=C\c1ccccc1	1	5.9%	-2.7%	-0.3%	-12.5%	-1.6	41	0.7%	14.9%	i
27	O=C(NCCOc1ccccc1)C1CCC(=O)N(CCc2ccccn2)C1 (stereo not drawn)	nt	2.3%	nt	-0.3%	-9.8%	1.7	52	-6.3%	14.7%	nt
28	C=CCSc1cc(C)nc2c(-c3ccccc3)c(C)nn12	nt	nt	nt	-0.3%	-45.6%	6.0	54	-0.7%	10.4%	i
29	CN(C)/C=C1\SC(=S)N(c2ccc(F)cc2)C1=O	nt	4.6%	nt	1.0%	-33.0%	0.5	49	14.5%	-16.8%	i
30	Cc1ccccc1C(=O)NC1CCN(CC(=O)NCc2cccs2)CC1	1	5.7%	0.7%	-0.3%	5.8%	1.2	29	15.6%	-14.0%	i
31	CCOC(=O)N1CCN(C(=O)C(CC(C)C)NS(=O)(=O)c2ccc3c(c2)oc(=O)n3C)CC1 (stereo not drawn)	0.9	-5.6%	2.6%	0.2%	-3.2%	1.5	39	-12.3%	17.7%	i
32	CCCCCc1nnc(NC(=O)CS(=O)(=O)Cc2ccccc2)s1	1.1	-6.1%	-2.3%	0.2%	-30.6%	0.7	96	-3.1%	14.3%	i
33	COc1ccccc1-c1noc(-c2ccccc2C(=O)Nc2cccnc2)n1	1	-5.4%	-1.1%	0.0%	0.9%	-1.5	40	3.6%	12.1%	i
34	O=C(c1ccc2oc(CCCc3ccccc3)nc2c1)N1CCCC1	nt	4.1%	nt	-0.1%	-19.9%	-0.6	65	-54.0%	-20.2%	nt
35	CCc1ccc(/C=N/NC(=S)NCCc2ccccc2)cc1	1.1	-5.2%	1.7%	-0.1%	10.9%	0.6	25	-13.2%	-2.6%	i
36	O=C(COc1cccnc1[N+](=O)[O-])N1CCN(S(=O)(=O)c2ccccc2)CC1	1	4.5%	-2.6%	-0.4%	-60.5%	1.9	45	34.7%	13.8%	i
37	COc1ccc(NC(=O)c2cccnc2N2CCOCC2)cc1	1.1	-3.2%	-1.1%	0.3%	1.9%	1.2	46	-34.8%	1.9%	i
38	COC(C(=O)N1CCC(CCC(=O)Nc2ccccc2)CC1)c1ccccc1 (stereo not drawn)	nt	5.1%	nt	-0.2%	-21.9%	-0.3	52	-48.0%	-17.6%	nt
39	CSCCC(NC(=O)OC(C)(C)C)C(=O)NC(CC(C)C)C(N)=O (stereo not drawn)	1.1	-0.8%	-2.7%	0.5%	27.1%	1.2	34	-12.4%	9.9%	i
40	COC(=O)c1sccc1NC(=O)CSc1ccccc1NS(=O)(=O)c1ccc(F)cc1	1.2	-0.9%	-2.8%	0.1%	-5.4%	0.8	85	10.7%	16.6%	i
41	COc1ccccc1CCCNC(=O)C1CCC(=O)N(Cc2ccccc2F)C1 (stereo not drawn)	nt	-1.3%	nt	-0.2%	-15.9%	-0.4	72	-64.4%	-45.1%	nt
42	COc1ccc(C(=O)COc2ccc3ccc(=O)oc3c2)cc1	nt	0.4%	nt	0.6%	20.4%	-0.2	49	-7.3%	9.6%	i
43	CC1(C)Cc2c(C#N)c(NCc3ccco3)nc(-c3ccco3)c2CO1	1.1	1.9%	0.5%	-0.1%	6.3%	4.0	46	-21.4%	-16.2%	i
44	Cc1onc(-c2ccccc2Cl)c1C(=O)N1CCCCCC1	nt	-2.0%	nt	-0.1%	-54.4%	0.3	59	-18.8%	6.8%	nt
45	O=C(CCl)NN1C(=O)NC(c2ccccc2)(c2ccccc2)C1=O	nt	-2.0%	nt	0.0%	7.5%	1.0	48	6.7%	-19.2%	nt
46	COc1ccc(S(=O)(=O)Nc2ccc(O)c(Sc3ncn[nH]3)c2)cc1	0.2	2.3%	1.3%	-0.1%	-0.3%	-0.9	45	-28.8%	8.6%	i
47	O=c1c2sc3nc(N4CCOCC4)c4c(c3c2ncn1-c1ccccc1)CCCC4	1	6.0%	0.6%	1.0%	-18.2%	5.6	50	29.1%	29.6%	i
48	O=C(COC(=O)Cc1c[nH]c2ccccc12)NC1CCCCC1	1	-4.7%	0.9%	0.3%	13.3%	-0.1	51	-26.8%	9.1%	i
49	O=C(O)CCCCCCCCCC(=O)c1cccs1	1	1.0%	-2.1%	-0.1%	-1.8%	-0.6	36	-29.7%	5.0%	i
50	COc1ccccc1NC(=O)Cn1c(=O)n2nc(C)nc2c2ccccc21	1.1	-3.3%	-0.8%	-0.1%	0.2%	9.5	43	2.4%	-6.2%	i
51	CCC(C)[C@H](N)c1nnc(SCC(=O)c2ccc(Cl)cc2)o1 (stereo partly drawn)	1	0.9%	-2.8%	0.2%	4.1%	1.6	67	-4.3%	-5.1%	i
52	CC1CN2C(c3ccc([N+](=O)[O-])cc3)=CSC2=N1 (stereo not drawn)	nt	-1.4%	nt	-0.3%	2.5%[20 µM]	1.5	60	-13.6%	6.3%	nt
53	CCc1ccc(OCC(=O)NNC(=O)CSc2nnc(-c3ccc(C)cc3)n2C)cc1	2.5	-0.3%	-1.7%	-0.2%	-12.8%	1.3	38	-18.9%	-19.0%	i
54	Cc1ccc(NC(=O)CSc2nc3nc(C)c(Br)cc3[nH]2)cc1F	nt	0.1%	nt	0.6%	-15.5%	5.0	38	1.0%	23.3%	nt
55	CCC1=NN(C(=O)c2ccc(Br)cc2)C(O)(c2ccccc2)C1 (stereo not drawn)	1	-6.1%	0.3%	-0.3%	33.3%	-1.2	53	-42.2%	-26.4%	i
56	CCCc1ncc(C(O)c2cccc(OC)c2)n1C (stereo not drawn)	nt	1.7%	nt	0.5%	12.7%	-0.4	69	-9.7%	-5.6%	i

Only part of the results is shown; count on the stated rates, not on these rows.
